RXFP1 agonist = RXFP1 (human) receptor agonism; Potency, µM (doses to about 57.5 µM), inactives show at the top dose activation, actives largely listed as activators; 370,000 compounds, 0.3% hits; HEK293T-RXFP1 cAMP TR-FRET, 30 min; response scale: percent of porcine relaxin response, buffer zero; note: potency is the fitted concentration of half-maximal effect; % is set by controls: 0 for no effect and ±100 for the full control effect; nearly all actives have a fitted effect of over 60% in size; many of its hits are not listed in these tables
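cAMP rise read by TR-FRET after 30 min, 37C compound exposure (up to 58 uM) in RXFP1-transfected HEK293 cells with Ro 20174 present. EC50 from Hill-equation fits, with 29 nM porcine relaxin as 100% and buffer as basal.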
Vif-A3G inh = inhibitors of Vif-APOBEC3G interaction; Q9HC16; AID 602310; 410,000 compounds, 0.076% hits; HeLa A3G-eYFP + Vif (tagged APOBEC3G with the HIV-1 protein that degrades it), YFP fluorescence, overnight; Potency, µM (highest dose often 46.1 µM), without a hit: top-dose activity, negative = active, actives largely listed as inhibitors;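 note: potency is the fitted concentration of half-maximal effect; % is set by controls: 0 for no effect and ±100 for the full control effect; nearly all actives have a fitted effect of over 60% in size; hits raise eYFP signal because A3G escapes Vif-driven loss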
Target sequence (Q9HC16 whole entry, looked up): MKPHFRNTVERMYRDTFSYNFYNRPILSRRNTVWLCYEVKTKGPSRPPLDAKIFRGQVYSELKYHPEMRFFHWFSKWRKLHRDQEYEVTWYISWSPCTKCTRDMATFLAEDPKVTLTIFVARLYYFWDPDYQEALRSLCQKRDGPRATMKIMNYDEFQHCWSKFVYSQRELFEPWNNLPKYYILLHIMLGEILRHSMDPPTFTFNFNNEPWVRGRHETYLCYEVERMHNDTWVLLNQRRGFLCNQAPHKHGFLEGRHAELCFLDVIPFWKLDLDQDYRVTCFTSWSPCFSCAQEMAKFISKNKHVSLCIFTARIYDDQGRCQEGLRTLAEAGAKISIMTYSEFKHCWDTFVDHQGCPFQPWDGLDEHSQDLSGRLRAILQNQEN
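Read-out is eYFP fluorescence (Ex 488/Em 500-530) from Vif-expressing HeLa A3G-eYFP cells; more signal means A3G escaped Vif-mediated degradation. Cells plated overnight, compound pinned in, incubated overnight at 37 deg C.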
D2 PAM = D2 dopamine receptor (human) potentiation; HEK293 T-REx D2, calcium flux, EC20 dopamine potentiation; 340,000 compounds, 0.34% hits; potentiation, % at 10 µM; AID 485347;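 active = potentiation over 3 SD above the plate norm, cut at about 30% in these data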; note: 0% is about no effect
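Potentiation of an EC20 dopamine calcium response measured kinetically over 180 s, after a preceding 180 s compound-only read flagging agonists. Cells: inducible Hek293 Trex D2 line, 4000/well, cultured overnight at 30 C before dye loading.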
Vif-A3F inh = blocks the Vif interaction with APOBEC3F | Potency, µM (doses to about 46.1 µM), inactives show at the highest dose activity, negative = active | AID 602313 | HeLa A3F-eYFP + Vif (tagged APOBEC3F with the HIV-1 protein that degrades it), YFP fluorescence increase | 390,000 compounds, 0.2% hits; note: potency is the fitted concentration of half-maximal effect; % of control where 0% means no effect; nearly all actives have a fitted effect of over 65% in size
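HeLa cells stably expressing Vif plus C-terminally eYFP-tagged A3F were seeded, incubated overnight at 37 deg C, dosed with compound, incubated overnight again at 37 deg C. Yellow fluorescence (Ex 488/Em 500-530) reported blocked Vif-mediated A3F-eYFP degradation.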
D1 potentiator = potentiators of human D1 dopamine receptor; 360,000 compounds, 0.036% hits; potentiation, % at 10 µM; P21728; HEK293 TREx D1 cells, calcium flux, dopamine EC20 potentiation; AID 504651; in the data active = potentiation above about 30%; note: 0% is about no effect
Target sequence (P21728 whole entry, looked up): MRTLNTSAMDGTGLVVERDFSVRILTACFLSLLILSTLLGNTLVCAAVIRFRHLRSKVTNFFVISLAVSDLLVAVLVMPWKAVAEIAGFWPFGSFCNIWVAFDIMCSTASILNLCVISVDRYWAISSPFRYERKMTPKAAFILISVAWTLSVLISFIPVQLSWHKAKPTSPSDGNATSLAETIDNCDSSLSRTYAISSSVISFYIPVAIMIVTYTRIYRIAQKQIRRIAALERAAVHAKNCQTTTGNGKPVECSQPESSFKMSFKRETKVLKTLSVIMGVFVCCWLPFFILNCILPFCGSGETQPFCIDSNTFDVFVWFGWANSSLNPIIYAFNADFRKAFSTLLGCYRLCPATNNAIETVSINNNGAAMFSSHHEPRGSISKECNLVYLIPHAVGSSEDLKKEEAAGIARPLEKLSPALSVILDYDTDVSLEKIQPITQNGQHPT
D1 agonist = activates the human D1 dopamine receptor; P21728; HEK293 T-REx D1 cells, calcium flux, agonist mode; activation, % at 2 µM; 360,000 compounds, 1% hits; in the data active = activation above about 30%; note: 0% is about no effect
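Inducible HEK293 T-REx D1 cells, force-coupled to calcium signalling, were plated at 4000 cells/well with tetracycline and held overnight at 30 C. After no-wash calcium dye loading, compound-evoked calcium rise over 180 s flagged agonists.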
D1 antag = human D1 dopamine receptor antagonism. P21728. HEK293 TREx D1 cells, calcium flux, dopamine EC80; stronger effect = lower value. activity change, negative = inhibition, % at 10 µM. 360,000 compounds, 3.2% hits; in the data active = activity change below about -30%; note: % is set by controls: 0 for no effect and ±100 for the full control effect
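Cells carrying a force-coupled, tetracycline-inducible human D1 receptor report calcium flux. Each well gets a 10 s baseline, compound with 180 s monitoring, then an EC80 dopamine stimulus with a second 180 s kinetic read.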
GRP78 ERSR act = ER stress response induction in glioma. AID 602332. 420,000 compounds, 0.02% hits. U87-MG GRP78 promoter luciferase reporter, 16 h. Potency, µM, for inactives: at the highest dose activation, actives largely listed as activators; note: potency is the fitted concentration of half-maximal effect; series mostly up to about 76 µM; % of control where 0% means no effect; nearly all actives have a fitted effect of over 35% in size
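Stably transfected U87-MG human glioma cells carrying a GRP78-based luminescent sensor were seeded at 1000 cells/well, pin-dosed with compounds and incubated 16 h. Luciferase reagent was then added, and end-point luminescence was read after 10 min at room temperature.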
LDHA inh = LDHA (human) enzyme inhibition; purified LDHA, NADH/diaphorase-resazurin fluorescence; stronger effect = lower value; activity change, % (values are at about 110 or 230 µM); 480,000 compounds, 0.15% hits; P00338; AID 1347041; in the data active = activity change below about -30%; inconclusive = mostly about -25% to -30%;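 note: plate controls were DMSO wells for no effect and wells without enzyme for full effect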
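Human LDH5 (2 nM) was incubated with 0.06 mM NADH and 0.2 mM pyruvate for 5 min at room temperature in Tris pH 7.4. Remaining NADH was coupled through diaphorase/resazurin, and resorufin fluorescence was read at 0 and 20 min.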
Numbers without * were called inactive; ? = inconclusive; nt = not tested or not shown; & = joins results of further samples. Unless noted, calls come from the whole dose curve; as a rule, active = well fitted curve in the direction sought with a large enough effect; inconclusive = small, poorly fitted or top-dose-only effect, or another doubt; inactive = no such curve, though single readings can be large; an effect the other way counts as inactive or inconclusive.

Compound,RXFP1 agonist,Vif-A3G inh,D2 PAM,Vif-A3F inh,D1 potentiator,D1 agonist,D1 antag,GRP78 ERSR act,LDHA inh
CCOc1ccc(-c2ccc(CO)o2)cc1N,0.8%,3%,7,4%,1,1,-10,-1%,2
CCn1c(CN2CCOCC2)nnc1SCC(=O)Nc1ccccc1Cl,-0.7%,2%,nt,2%,-7,0,10,-3%,5
COc1ccc(C2OCC(C)(C)CO2)cc1OC,nt,-1%,nt,9%,nt,nt,nt,-6%,-4
CCOC(=O)C(CC)(CC)C(=O)/C=C/c1cccc(Br)c1,nt,-20%,nt,2%,nt,nt,nt,-12%,0
COc1ccc(S(=O)(=O)N(C)C2CCN(C)CC2)cc1,-0.4%,3%,-1,1%,4,-2,9,-3%,-4
COc1ccccc1OCC(=O)Nc1ccc(S(=O)(=O)Nc2onc(C)c2C)cc1,?,6%,nt,-13%,-9,3,5,-4%,-4
N#Cc1sc(=O)[nH]c1Cl,nt,-4%&0%,nt,-6%,nt,nt,nt,-1%&-4%,-3
COc1cccc(C(=O)Nc2ccc(C(=O)OCc3cc(=O)n4cc(C)sc4n3)cc2)c1,7.9%,-1%,7,8%,-1,3,7,-1%,-13
Cc1cc(/C=C2\SC(=Nc3ccc(N4CCOCC4)cc3)N(C)C2=O)c(C)n1-c1cccnc1,2.8%,0%,15,5%,0,0,-38*,4%,2
O=C(NC1CCCC1)C(c1ccsc1)N(CCc1ccccc1)C(=O)Cc1cccs1 (stereo not drawn),-2.2%,0%,-5,-3%,-7,7,5,-3%,-2
COc1cc(C(=O)NNC(=O)c2nn(C)c(=O)c3ccccc23)cc(OC)c1OC,nt,-2%,nt,-10%,nt,nt,nt,-3%,-2
CCn1c2c(c3cc(OCC(C)C)ccc31)CCCC2=O,2.6%,0%,-4,-2%,2,2,18,-3%,5
COn1c(=O)c(-c2ccc(Cl)cc2)[n+]([O-])c2ccccc21,0.6%,7%,2,3%,-6,2,-5,-1%,-3
COc1ccc(Cl)cc1NC(=O)CN(C)S(=O)(=O)c1ccc(Br)s1,-2.4%,-3%,nt,-6%,8,4,0,-3%,-10
CCN(CC)C(=O)CSc1nnc(CCCCCNC(=O)OC(C)(C)C)o1,-0.3%,6%,12,-4%,0,1,4,-1%,-10
Cc1ccc(N(C(=O)c2csnn2)C(C(=O)NC2CCCCC2)c2ccncc2)c(C)c1 (stereo not drawn),2.1%,0%,nt,-7%,-13,2,-28,0%,5
C#Cc1ccc([C@H]2C=C(C(=O)NCc3nc4ccccc4[nH]3)O[C@@H](OCc3ccc(CO)cc3)C2)cc1,nt,-9%,nt,-5%,nt,nt,nt,-3%,1
Cc1sc2nc(CSCC(=O)Nc3c(Cl)cccc3Cl)[nH]c(=O)c2c1C,3.6%,?,-24,?,-12,1,-5,-2%,-1
O=C(COc1ccc(/C=N/NC(=O)c2cccnc2)cc1)Nc1ccccc1,3.1%,-4%,12,-3%,-5,11,-2,2%,-4
Cc1ccc(-c2nc3c4ccccc4[nH]c(=O)n3n2)cc1,?,-4%,5,1%,-1,-2,-3,2%,-8
CCc1nnc(NC(=O)COC(=O)c2cc(OC)cc(OC)c2)s1,nt,-1%,nt,9%,nt,nt,nt,-1%,-1
COc1ccc(OCC(=O)OCCN2C(=O)c3ccccc3C2=O)cc1,0.2%,0%,3,-9%,1,5,-5,-1%,0
Cc1nc2nc(C)c(CCC(=O)NCCc3ccccc3)c(C)n2n1,7.9%,1%,-4,1%,-2,2,4,0%,-7
COc1cc(NC(=O)c2ccccc2)c(OC)cc1NC(=O)CN1C(=O)N(C)C2(CCCCC2)C1=O,0.2%,-11%,4,-9%,-2,2,-12,-1%,5
CCOC(=O)c1cc(S(=O)(=O)NC2CCC(C)CC2)cn1C (stereo not drawn),1.9%,4%,99*,-8%,2,0,-2,-2%,-2

Retrieved by structure from the list above (two):
Compound,RXFP1 agonist,Vif-A3G inh,D2 PAM,Vif-A3F inh,D1 potentiator,D1 agonist,D1 antag,GRP78 ERSR act,LDHA inh
CCOC(=O)C(CC)(CC)C(=O)/C=C/c1cccc(Br)c1,nt,-20%,nt,2%,nt,nt,nt,-12%,0
COc1cc(C(=O)NNC(=O)c2nn(C)c(=O)c3ccccc23)cc(OC)c1OC,nt,-2%,nt,-10%,nt,nt,nt,-3%,-2

(cont.)
Compound,RXFP1 agonist,Vif-A3G inh,D2 PAM,Vif-A3F inh,D1 potentiator,D1 agonist,D1 antag,GRP78 ERSR act,LDHA inh
CC(NC(=O)CCl)c1ccccc1Br (stereo not drawn),0.8%,9%,10,0%,-4,0,-4,-10%,-11
C=CCOc1ccc(CN(C)Cc2nc3cc(C(F)(F)F)ccc3c(=O)[nH]2)cc1,0.0%,2%,0,0%,12,3,-10,-2%,2
S=C(c1ccccc1)N1CCN(c2ccccc2)CC1,nt,5%,nt,-19%,nt,nt,nt,1%,-6
CC(C)Cc1ccc(C(C)NC(=O)c2ccc(=O)[nH]c2)cc1 (stereo not drawn),-0.7%,0%,2,-1%,1,49*,-16,2%,-1
COc1ccc2cc(C#N)c(SCC(=O)NNC(=O)Cc3ccccc3)nc2c1,?,-26%,16,-11%,-3,7,3,-8%,0
COc1ccc(CNC(=O)c2cnc(N(C)C)nc2)cc1,-0.3%,nt,-3,nt,0,2,-1,nt,1
CC(C)CN(C(=O)CN1CCN(c2ccccc2O)CC1)c1c(N)n(CC(C)C)c(=O)[nH]c1=O,0.1%,0%,6,3%,0,2,-2,1%,15
Cc1cc(NS(=O)(=O)c2cn(C)c(C)n2)ccc1Br,2.5%,1%,-4,9%,-2,3,6,-3%,4
Cc1ccc(S(=O)(=O)N2CCN(C(=O)c3ccc([N+](=O)[O-])cc3)C2)cc1,-3.4%,-5%,nt,-11%,0,-2,1,-3%,3
COc1ccc(NC(=O)C2CCN(S(=O)(=O)c3ccc4c(c3)CCCC(=O)N4)CC2)cc1Cl,-1.5%,-5%,3,-1%,0,1,-3,-2%,-3
Cc1ccc(OCC(=O)NC2=NCCS2)cc1,-2.8%,-1%,10,-9%,2,0,1,10%,-1
CC1CC(C)CN(S(=O)(=O)c2ccc(C(=O)OCC(=O)NCCN3C(=O)CSC3=O)cc2)C1 (stereo not drawn),-0.6%,-6%,9,4%,-2,0,10,0%,-2
COc1cc(C(C)=O)ccc1OCC(=O)Nc1ccc(C)c(S(=O)(=O)N2CCCCCC2)c1,12%,-8%,-1,4%,-6,4,-24,-6%,-7
O=C(c1cc(-c2ccccn2)nc2ccc(Br)cc12)N1CCc2ccccc2C1,17%,nt,-5,nt,-3,0,1,nt,nt
COc1ccc(-c2nc3cc(C)ccn3c2NC(=O)c2ccc(C)c(C)c2)cc1,0.4%,-6%,0,3%,0,2,9,-2%,4
O=c1c(NCCc2ccccc2)c(-c2ccccc2)c1=O,-1.3%,2%,12,1%,-2,5,6,-3%,-6
Cn1c2c(c(=O)n(C)c1=O)C(c1cc(Br)ccc1F)CC(=O)N2 (stereo not drawn),1.8%,1%,4,0%,-2,-1,3,-1%,-6
CCOCCc1nnc(NC(=O)c2cccc(F)c2)s1,0.1%,0%,-5,13%,-3,4,7,-4%,-9
CCN1CCN(C(=O)c2cc(COc3ccc(C(C)=O)cc3OC)on2)CC1,3.8%,2%,-15,-24%,-6,2,23,4%,1
CCNc1sc(S(C)(=O)=O)nc1S(=O)(=O)c1ccc(Cl)cc1,2.3%,-2%,nt,0%,0,0,-7,-4%,-2
Cc1ccc(S(=O)(=O)NC(C)C(c2cccs2)N2CCN(c3ccccc3)CC2)cc1 (stereo not drawn),1.7%,7%,-2,4%,-1,0,-19,-5%,-4
O=C(COC(=O)c1cccnc1Nc1cccc(C(F)(F)F)c1)NC1CCS(=O)(=O)C1 (stereo not drawn),-5.2%,-1%,nt,0%,-2,0,6,0%,-5
CCn1c(SCC(=O)N2CCN(c3cccc(Cl)c3)CC2)nc2ccccc2c1=O,0.4%,-7%,0,1%,-14,1,-23,-1%,-9
Cc1cc(=O)oc2c3c(cc(OCC(=O)N[C@@H](Cc4ccccc4)C(=O)O)c12)OC(C)(C)CC3,4.4%,1%,-3,3%,1,-1,5,-3%,-1
COc1ccc(/C=C2/N=C3CCCCCN3C2=O)cc1OC,-3.5%,1%,2,7%,2,0,5,0%,2
Cn1c(COc2ccccc2)nnc1SCCSc1nnc(COc2ccccc2)n1C,0.8%,0%,-2,-24%,0,5,-6,-1%,-3
CN(C)S(=O)(=O)c1cc(NC(=O)CN2CCN(c3ccc(O)cc3)CC2)ccc1Cl,1.1%,4%,-18,1%,-4,3,-10,-5%,4
O=C(OCC(=O)c1ccc(Cl)s1)c1ccccn1,1.0%,2%,4,-10%,-1,1,2,-1%,-4
CCOCCCNC(=O)CS(=O)(=O)Cc1nc(-c2cccc(OC)c2)oc1C,-0.2%,-3%,14,0%,-5,0,-13,0%,-2
CCOc1ccc(Cn2c(=O)sc3ccccc32)cc1OC,2.9%,-3%,nt,6%,4,13,-15,-5%,-2
O=C(COC(=O)c1ccccc1[N+](=O)[O-])c1ccc(C2CCCCC2)cc1,0.2%,0%,-1,-7%,2,-1,-13,-12%,0
Cc1nn(-c2ccccc2)cc1/C=N/NC(N)=S,0.7%,-7%,1,-4%,-3,2,3,2%,0
Cc1cccc(C)c1NC(=O)C(=O)NCCc1c[nH]c2ccccc12,1.3%,0%,4,-19%,-3,22,24,-2%,0
Cn1cc(/C=C(\C#N)C(=O)Nc2ncc(Cc3cccc(Cl)c3)s2)c2ccccc21,-0.8%,nt,-5,nt,-10,25,-10,nt,nt

These rows are one share of the data; count on the stated rates, not on these rows.
